Compound activity (PubChem BioAssay)
N370S GC – inhibits or activates N370S mutant glucocerebrosidase | N370S GC spleen homogenate, 4MU-glucoside fluorescence | P04062 | 330,000 tested, 0.092% active | Potency, µM (titrated, usually from 59.4 µM), inactives show top-dose activity change, negative = inhibition, actives largely listed as inhibitors;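 further: 0% = full enzyme activity and -100% = no enzyme basal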
FEN1 inhibitor – inhibitors of human flap endonuclease 1; 390,000 tested, 0.35% active; Recombinant FEN1 flap cleavage, fluorescence, 15 min; Potency, µM (top dose mostly 114 µM), for inactives: at the top dose activity change, negative = inhibition, hits mostly inhibitors; P39748; AID 588795; further: nearly all actives have a fitted effect of over 65% in size
Target sequence (P39748 whole entry, looked up): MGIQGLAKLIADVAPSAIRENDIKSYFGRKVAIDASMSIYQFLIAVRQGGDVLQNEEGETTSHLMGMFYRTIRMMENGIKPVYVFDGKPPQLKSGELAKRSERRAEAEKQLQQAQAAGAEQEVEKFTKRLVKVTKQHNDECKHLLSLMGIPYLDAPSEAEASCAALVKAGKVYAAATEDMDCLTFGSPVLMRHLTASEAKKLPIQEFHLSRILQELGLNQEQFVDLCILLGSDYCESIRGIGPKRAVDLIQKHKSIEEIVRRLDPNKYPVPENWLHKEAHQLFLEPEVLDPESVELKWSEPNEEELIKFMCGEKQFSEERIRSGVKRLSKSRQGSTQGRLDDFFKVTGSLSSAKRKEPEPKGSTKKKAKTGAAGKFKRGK
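In this screen, 50 nM flap DNA substrate was added to 10 nM FEN1 pretreated with compound for 15 min at room temperature; cleavage was followed with reads at 0 and 15 min, and Hill fitting gave concentration–response parameters.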
KAT2A inh – blocks human GCN5L2 histone acetyltransferase | Q92830 | GCN5L2 HAT assay, ThioGlo1 CoA-SH fluorescence | Potency, µM (series often up to 58.9 µM), for inactives: at the highest dose activity change, negative = inhibition, actives largely listed as inhibitors | 390,000 tested, 0.21% active | AID 504327
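GCN5L2 (20 nM) in 50mM HEPES pH 7.5, 0.1mM EDTA, 0.01% Tween-20 preincubated 15 min with compounds at room temperature. Reaction started with H3(1-25) 75uM, acetyl-CoA 70uM, ThioGlo1 50uM; CoA-thiol fluorescence (Ex340/Em540) read at 0 and 20 min.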
The depositor's hits bear a star; ? = inconclusive; . = not tested or not shown; & = joins results of further samples; [ ] = dose if it differs, or a comment. The call rests on the fitted dose curve; in most records, active means well fitted curve in the direction sought with a large enough effect; inconclusive means small, poorly fitted or top-dose-only effect, or another doubt; inactive means no such curve, though single readings can be large; an effect the other way counts as inactive or inconclusive. Unless noted, on the % scale 0 is the no-effect control and ±100 the full control effect; potency means the concentration at half of the fitted maximal effect. Hits appear at their usual frequency; 0.54% or so of the library scored in one or more.

N370S GC,FEN1 inhibitor,KAT2A inh,Compound
-3%,2%,-11%,CCOC(=O)C1(Cc2cccc(OC)c2)CCCN(S(=O)(=O)CC)C1 (stereo not drawn)
?,17%,?,COc1ccc(-c2cn3nc(SCC(=O)NCC4CCCO4)ccc3n2)cc1 (stereo not drawn)
-1%,-1%,3%,COc1ccc(C/C(N)=N/OC(=O)Cc2ccc(OC)c(OC)c2)cc1
.,-13%,-17%,COc1ccc(CNc2nc(-c3ccco3)nn2C(=O)c2ccccc2C)cc1
-11%,39%[activator],-3%,CSc1nc(N)c(NC(=O)c2ccc(Br)o2)c(=O)[nH]1
-24%,?,-16%&-23%,CCN1CCN(c2cc(C)c3cc(NC(=O)c4ccc(OC)c(OC)c4)ccc3n2)CC1
-3%,-8%,0%,CN=C(Nc1cc(C)nn1CCC#N)c1ccccc1
-1%,-5%,-2%,O=C(Nc1ncc2c(n1)-c1ccccc1CC2)C1CC1
10%,-1%,0%,CCOc1ccccc1C1C(C#N)=C(N)Oc2cc(C)n(Cc3ccccn3)c(=O)c21 (stereo not drawn)
4%,-14%,-2%,O=C(NC(=S)Nc1ccc(S(=O)(=O)N2CCCCC2)cc1)c1cccs1
5%,-4%,-1%,Cc1cccc(CN2CCCC(C(=O)N3CCc4ccccc4C3)C2)c1 (stereo not drawn)
15%,-21%,-8%,COc1ccccc1NC(=O)CSc1nnc(-c2ccoc2C)n1CCc1ccccc1
-9%,-5%,-11%,CN(C(=O)COc1ccc(C(C)(C)C)cc1)C1CCS(=O)(=O)C1 (stereo not drawn)
-2%[2.35 µM],9%,-2%,CCN(CC)CCN1C(=O)c2oc3ccccc3c(=O)c2C1c1ccc(C)cc1 (stereo not drawn)
?,1%,1%,COc1ccc(-c2cc(C(=O)Nc3ccc(C(N)=O)cc3)c3ccccc3n2)cc1
-8%,-15%,-24%,O=C(CCCN1C(=O)/C(=C/c2ccccc2)SC1=S)NCCCn1ccnc1
2%,14%,-6%,COc1ccc(Oc2ccccc2C#N)cc1
.,-16%,-6%,O=C(Cc1n[nH]c(=O)c2ccccc12)N1CCN(S(=O)(=O)c2ccc(F)c(Cl)c2)CC1
-13%,-7%,-12%,COc1ccc(COC(=O)NNC(=O)c2ccccc2Cl)cc1
-3%,0%,-6%,CC1CCC/C(=N/Nc2ccc([N+](=O)[O-])cc2[N+](=O)[O-])C1 (stereo not drawn)
1%,4%,-3%,NC(=O)c1ccc(NC(=O)CN2CCOCC2)cc1
.,3%,-2%,CCc1nn(CC(=O)Nc2ccc(C)c(F)c2)c(=O)c2cc3cc(C)ccc3n12
.,-5%,1%,Cc1ccc2c(CNC3CCC(C)CC3)c(C(=O)O)n(Cc3cccc(F)c3)c2c1 (stereo not drawn)
-5%,44%[activator],44%[activator],S=c1[nH]nc(-c2ccc3ccccc3n2)n1-c1ccc(Cl)cc1
0%,12%,13%,CCOC(=O)c1ccc(NC(=S)Nc2ccc(Cl)cn2)cc1
9%,-16%,-4%,COc1cc2ncnc(NCCc3ccccc3)c2cc1OC
2%,-16%,4%,CCOC(=O)c1c(NC(=O)COC(=O)c2nc(Cl)ccc2Cl)sc(C(=O)NC)c1C
2%,0%,-1%,CC(=O)CCc1ccc(OCCCOc2cccc3cccnc23)cc1
7%,-1%,-4%,O=C(Nc1cccc(S(=O)(=O)NC2=NCCC2)c1)C1CCCCC1
8%,-1%,-8%,CCOC(=O)c1c(C)[nH]c(C(=O)CSc2nnnn2-c2ccccc2)c1C
9%,-5%,-1%,O=C1c2ccccc2CN1CCNS(=O)(=O)c1ccc2ccccc2c1
?,-6%,-8%[0.501 µM],O=C(c1ccc(Oc2ccccc2)cc1)c1nc2c(n1O)CCCC2
-8%,4%,-8%,COCCSc1nnc(NC(=O)c2ccc(NC(C)=O)cc2)s1
-9%,26%,-9%,O=C(COc1ccc(Cl)cc1)N(Cc1cccs1)C1CCS(=O)(=O)C1 (stereo not drawn)
6%,-4%,-12%,O=C(O)CSc1nnnn1C1CCCCC1
7%,2%,2%,CCCCCc1nc2c(C#N)c(-c3ccc(Cl)cc3)ccn2n1
11%,1%,?,CC(C)c1nnc(NC(=O)CCN2C(=O)c3ccccc3C2=O)s1
-7%,2%,6%,O=C(O)c1ccc(/C=N/NC(=O)c2ccc(NS(=O)(=O)c3cccs3)cc2)cc1
-12%,-7%,-2%,CN(Cc1ccccc1)C(=O)COC(=O)c1cncc(Br)c1
.,2%,1%,COc1ccc2c(c1)sc1ncc(C(=O)NCc3ccccc3F)c(=O)n12
.,1%,1%,Cc1cn(C)c(CC(=O)NCc2ccc(Cl)cc2)c1C(=O)O
20%,13%,-1%,Cc1c(N=C2N=C(NC(=O)c3ccc(F)cc3)c3ccccc32)c(=O)n(-c2ccccc2)n1C
-8%,50µM*,-12%,Cc1cccc(C)c1NC(=O)CN1C(=O)S/C(=C\c2cccn2-c2cccc(C(=O)O)c2)C1=O
2%&1%&-2%&0%,9%,?,N=C(N)SCCN
-8%,-2%,-4%,COC(=O)c1ccc(C2C(Oc3ccc(OC)cc3)C(=O)N2CCc2ccc(OC)c(OC)c2)cc1 (stereo not drawn)
-10%,14%,-6%,COCCCNC(=O)C(=O)Nc1ccc2c(c1)N(S(=O)(=O)c1cccs1)CCC2
0%,1%,2%,COc1c(C)cc(Br)cc1C(=O)Nc1ccc(N2CCN(S(C)(=O)=O)CC2)cc1
11%,13%,15%,Clc1ccc(-c2cn3cc(Cl)ccc3n2)cc1
3%,-15%,-4%,COc1ccc(OC)c(N(CC(=O)N2CCN(c3cc(Cl)ccc3C)CC2)S(C)(=O)=O)c1
-15%,22%,?,COc1ccc(S(=O)(=O)NCCc2ccncc2)cc1
8%,-4%,-3%,COc1c(Cl)ccc(Cl)c1C(=O)NC(=O)Nc1nc(C)cc(C)n1
-3%,10%,-9%,COCCN(C(=O)CCC(=O)Nc1cc(C)on1)C(C(=O)NC(C)(C)C)c1cccc(OC)c1OC (stereo not drawn)
0%&0%,12%,23%,COC(=O)c1ccc(C23CC4(C2)[C@H](CN(Cc2ccc(-c5ccccc5)cc2)[C@@H]4c2ccccc2)C3c2ccc(C(F)(F)F)cc2)cc1 (stereo partly drawn)
.,22%,-4%,CCN(CC)C(=O)c1nc[nH]c1C(=O)N1CCc2ccccc2C1
-1%,-4%,-5%,C#CCOCCOCCOCCNc1nc(N2CCN(C(=O)CCCCCCCCCCNC(=O)Cn3cc(C[C@@H](C)O)nn3)CC2)nc(N2CCN(C(=O)CCCCCCCCCCNC(=O)[C@@H](CCSC)n3cc(CCO)nn3)CC2)n1
18%,-26%,-3%,CCN1C(=O)[C@@H]2Cc3c([nH]c4ccccc34)C(c3ccc(OC)cc3)N2C1=S (stereo partly drawn)

Ordered by value in N370S GC (low to high): four of the compounds above.
N370S GC,FEN1 inhibitor,KAT2A inh,Compound
-15%,22%,?,COc1ccc(S(=O)(=O)NCCc2ccncc2)cc1
-9%,26%,-9%,O=C(COc1ccc(Cl)cc1)N(Cc1cccs1)C1CCS(=O)(=O)C1 (stereo not drawn)
1%,4%,-3%,NC(=O)c1ccc(NC(=O)CN2CCOCC2)cc1
2%,-16%,4%,CCOC(=O)c1c(NC(=O)COC(=O)c2nc(Cl)ccc2Cl)sc(C(=O)NC)c1C

(cont.)
N370S GC,FEN1 inhibitor,KAT2A inh,Compound
12%,-4%,-3%,O=C(C1CC(=O)N(C2CCCCC2)C1)N1CCc2ccccc21 (stereo not drawn)
?,-17%,-14%,O=C(C1CCCCC1)N(Cc1nc2sc3c(c2c(=O)[nH]1)CCCC3)Cc1cccs1
11%,6%,-3%,CCN(CC)CCC(=O)c1ccc(F)cc1
7%,3%,-13%,CCOC(=O)CCCNC(=O)COC(=O)/C=C/c1ccc2c(c1)OCO2
0%,-4%,-6%,COc1ccc(OC)c(S(=O)(=O)N2CCC(C(=O)NCc3ccccc3)CC2)c1
?,-3%,-6%,C=CCn1c(Cc2cccs2)nnc1SCC(=O)Nc1ccc(OC)cc1
0%,1%,-12%,CCc1ccc(CN(C)C(=O)CCc2nc3ccccc3n(-c3ccc(OC)cc3)c2=O)cc1
4%,-5%,0%,CCCN1Cc2cccc(C(=O)Nc3cc(OC)cc(OC)c3)c2C1=O
2%,-15%,-1%,CCOc1ccccc1NC(=O)CCC(=O)Nc1ccc2nc(N3CCN(C)CC3)cc(C)c2c1
.,-10%,-7%,O=C(CSc1nc2ccccc2c(=O)n1-c1ccc(OC(F)F)cc1)NC1CC1
-14%,-4%,1%,c1ccc(CN=C2NN=C(c3ccccc3)CS2)cc1
-1%,5%,-3%,CC(C)CN1CCN(Cc2cccn2-c2ccc(Cl)cn2)CC1CCO (stereo not drawn)
6%,-3%,3%,CCOC(=O)COc1ccc(C(=O)CC)cc1OC
-7%,-10%,21%,Cc1nc2ccccc2c(=O)n1NC(=O)c1ccc(Cl)cc1
-2%,-4%,0%,CC(=O)Nc1ccc(S(=O)(=O)N2CCN(Cc3cccnc3)CC2)cc1
-27%,5%,-1%,O=C(c1ccccc1)C(CCC(CN1CCOCC1)C(=O)c1ccccc1)CN1CCOCC1 (stereo not drawn)
-1%,-2%,-3%,CCOC(=O)c1c(NC(=O)c2ccno2)c2cc([N+](=O)[O-])ccc2n1C
5%,15%,-8%,Cc1cc(C)n(-c2ccc(C(=O)OCC(=O)Nc3ccc([N+](=O)[O-])cc3)cc2)n1
3%,-12%,-4%,CC(OC(=O)CN1C(=O)C2C3C=CC(C4CC34)C2C1=O)C(=O)c1ccccc1 (stereo not drawn)
0%,4%,-1%,CCOc1ccc2[nH]c(=O)c(CN(CCO)C(=O)c3ccccc3F)cc2c1
-15%,3%,-3%,O=C1CCc2cc(S(=O)(=O)NC(C(=O)N3CCN(c4ccccn4)CC3)c3ccccc3)ccc2N1 (stereo not drawn)
-8%,-3%,-5%,O=[N+]([O-])c1ccc(N2CCN(S(=O)(=O)c3ccccc3[N+](=O)[O-])CC2)cc1NCc1cccnc1
.,0%,-5%,COc1cccc(Cn2c(CNC(=O)C(C)C)nc3cccnc32)c1
.,2%,-10%,CC(C)(OC(=O)c1ccc(F)cc1)c1cc2ccccc2c(=O)o1
-14%,13%,-12%,COc1ccccc1C(=O)N1N=C(c2ccc(NS(C)(=O)=O)cc2)CC1c1cccs1 (stereo not drawn)
.,?,-8%,O=C(c1cccc(S(=O)(=O)N2CCc3ccccc32)c1)N1CCc2ccccc2C1
-2%,-5%,-22%,O[C@@H]1CN(Cc2ccc(-n3cccn3)cc2)CC[C@H]1N1CCN(c2ccccc2F)CC1
.,0%,0%,O=C(COC(=O)/C=C/c1ccc(S(=O)(=O)N2CCOCC2)cc1)Nc1ccccc1F
6%,-18%,0%,O=C(CSc1nc(CCC2CCCC2)nc2ccccc12)NCc1ccc2c(c1)OCO2
.,-12%,-1%,COc1ccc(-c2nc3ccccc3s2)cc1NC(=O)c1cc(OC)c(OC)c(OC)c1
.,-11%,-6%,O=C(COC(=O)COc1ccccc1F)Nc1cccc(S(=O)(=O)N2CCCCC2)c1
-8%,-15%,0%,C=CCn1c(NCc2ccc(OC)cc2O)nc2ccccc21
1%,0%,-8%,O=C(CCNC(=O)c1ccc(Br)cc1)Nc1ccccc1N1CCCCC1
2%,-1%,-1%,CC(C)(C)N1CC(C(=O)Nc2cccc(Cl)c2Cl)CC1=O (stereo not drawn)
1%,-1%,-12%,COc1ccc(OC)c(C(=O)CSc2nnc(-c3cccs3)o2)c1
4%,-8%,-1%,COc1ccc(CSCCN)cc1Cl
-5%,1%,1%,CCn1c2ccccc2c2cc(NC(=O)C(=O)NCC3CCCO3)ccc21 (stereo not drawn)
.,6%,-3%,Cc1cccc(C(=O)N2CCNC(=O)C2CC(=O)Nc2ccc(F)cc2)c1 (stereo not drawn)
-12%,11%,-11%,CCCCOc1ccc(NC(=O)CN2CCN(Cc3ccccc3)CC2)cc1
-1%,-7%,-1%,CCOC(=O)C1=C(CC)Nc2ccccc2N=C1NC(=O)c1cccc(S(=O)(=O)N2CCCC2)c1
.,-16%,1%,Cc1ccc(S(=O)(=O)Nc2cc3c(cc2N2CCOCC2)n(C)c(=O)n3C)c(C)c1

Entries of single compounds as entered above. Values in the order: N370S GC, FEN1 inhibitor, KAT2A inh
`COc1ccc(-c2nc3ccccc3s2)cc1NC(=O)c1cc(OC)c(OC)c(OC)c1` is listed as ., -12%, -1%
`COc1ccc(CSCCN)cc1Cl` is listed as 4%, -8%, -1%
`CC(OC(=O)CN1C(=O)C2C3C=CC(C4CC34)C2C1=O)C(=O)c1ccccc1` (stereo not drawn) is listed as 3%, -12%, -4%
`CCOC(=O)C1(Cc2cccc(OC)c2)CCCN(S(=O)(=O)CC)C1` (stereo not drawn) is listed as -3%, 2%, -11%
`COc1ccc(C/C(N)=N/OC(=O)Cc2ccc(OC)c(OC)c2)cc1` is listed as -1%, -1%, 3%
